TGFb inhibitor: qHTS for Inhibitors of TGF-b. 410,000 tested, 1.2% active. HepG2 CAGA-GFP TGF-b/SMAD3 reporter, GFP fluorescence, 18 h; TGF-beta stimulated, 500 pg/mL final. Potency, µM (top dose mostly 46.1 µM), inactives show at the top dose activity, negative = inhibition, usual class: inhibitors. AID 588855, 2011; further: potency means the concentration at half of the fitted maximal effect; on the % scale 0 is the no-effect control and ±100 the full control effect; nearly all actives have a fitted effect of over 65% in size
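TGF-beta reporter screen: HEPG2 CAGA-GFP, 1% FBS, 500 pg/mL TGF-beta final, 18 h; per-cell GFP summed per well; curves fitted and categorized by class.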
Nrf2 block: Nrf2 qHTS screen for inhibitors; A549 ARE-Fluc reporter, luciferase luminescence, 18-24 h; Potency, µM (top dose mostly 46 µM), without a hit: at the top dose activity change, negative = inhibition, hits mostly inhibitors; 360,000 tested, 2.1% active; AID 504444, 2011; further: potency means the concentration at half of the fitted maximal effect; on the % scale 0 is the no-effect control and ±100 the full control effect; nearly all actives have a fitted effect of over 60% in size
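A549 ARE_Fluc cells, 5000/well, 5% FBS OPTI-MEM; compounds in dose-response, 18-24 h at 37 °C/5% CO2; CellTiter-Fluor viability read (Ex 405/Em 525), then BugLite luciferase luminescence = Nrf2 activity.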
ATXN2 expr inh: Primary qHTS for Inhibitors of ATXN expression; HEK-293 ATXN2-luciferase reporter, luminescence, 24 h; Potency, µM (highest dose often 57 µM), for the others: at the top dose activity change, negative = inhibition, hits mostly inhibitors; 360,000 tested, 0.72% active; AID 1745845, 2022; further: potency means the concentration at half of the fitted maximal effect; on the % scale 0 is the no-effect control and ±100 the full control effect; nearly all actives have a fitted effect of over 55% in size
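ATXN2-luciferase reporter cells (luciferase flanked by upstream and downstream ATXN2 gene portions) were treated 24 h at 37 °C with compounds at up to 57 uM. SteadyGlo luminescence gave expression; GF-AFC fluorescence gave viability.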
EPAC2 agonist: qHTS for Agonist of cAMP-regulated guanine nucleotide exchange factor 4 (EPAC2): primary screen | Rap guanine nucleotide exchange factor 4 (Homo sapiens), Q8WZA2 | EPAC2 activation, biochemical qHTS; response scale: 100% = 6.5 mM cAMP response | Potency, µM (top dose mostly 154 µM), inactives show top-dose activation, usual class: activators | 360,000 tested, 0.079% active; further: potency means the concentration at half of the fitted maximal effect; nearly all actives have a fitted effect of over 50% in size
Target sequence (Q8WZA2 whole entry, looked up): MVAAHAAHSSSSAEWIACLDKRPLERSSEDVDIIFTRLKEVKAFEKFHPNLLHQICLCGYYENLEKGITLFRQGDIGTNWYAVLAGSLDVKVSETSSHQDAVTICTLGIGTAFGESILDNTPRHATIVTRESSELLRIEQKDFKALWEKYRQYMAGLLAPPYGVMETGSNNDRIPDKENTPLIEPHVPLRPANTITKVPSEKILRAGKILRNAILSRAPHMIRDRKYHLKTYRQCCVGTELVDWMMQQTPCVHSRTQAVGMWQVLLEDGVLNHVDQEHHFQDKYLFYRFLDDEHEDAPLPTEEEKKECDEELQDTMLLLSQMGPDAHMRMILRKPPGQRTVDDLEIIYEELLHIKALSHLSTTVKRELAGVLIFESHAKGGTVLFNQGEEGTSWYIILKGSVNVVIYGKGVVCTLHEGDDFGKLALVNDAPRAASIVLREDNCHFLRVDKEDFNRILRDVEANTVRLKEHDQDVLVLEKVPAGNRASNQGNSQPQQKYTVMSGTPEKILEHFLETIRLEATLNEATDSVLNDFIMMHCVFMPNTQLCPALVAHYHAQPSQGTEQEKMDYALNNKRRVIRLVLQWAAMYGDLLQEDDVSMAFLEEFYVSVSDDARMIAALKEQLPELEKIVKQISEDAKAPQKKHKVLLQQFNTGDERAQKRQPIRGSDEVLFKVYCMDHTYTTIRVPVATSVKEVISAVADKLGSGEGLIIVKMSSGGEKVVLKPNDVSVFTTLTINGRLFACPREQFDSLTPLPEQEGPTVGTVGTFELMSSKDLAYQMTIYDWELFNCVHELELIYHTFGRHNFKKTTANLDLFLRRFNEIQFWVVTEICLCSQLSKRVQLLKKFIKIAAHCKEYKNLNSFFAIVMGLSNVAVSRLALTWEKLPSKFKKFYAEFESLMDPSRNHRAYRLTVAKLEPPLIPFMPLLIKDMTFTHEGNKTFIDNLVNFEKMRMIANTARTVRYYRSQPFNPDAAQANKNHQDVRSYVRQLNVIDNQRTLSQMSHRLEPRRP
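Readout is BODIPY fluorescence (480 nm excitation, 540 nm emission), which falls as labeled GDP is exchanged off Rap1B. EPAC2 at 100 nM acted on 250 nM RAP1B-BODIPY-GDP with 50 uM GDP present.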
S2 tox: Viability Counterscreen for Primary qHTS for Inhibitors of ATXN expression; S2 cells (HEK-293 line with an ATXN2-luciferase reporter) viability, CellTiter-Fluor protease fluorescence, 24 h; Potency, µM (series often up to 56.7 µM), most hits filed as cytotoxic; 400,000 tested, 0.49% active; AID 651635, 2014; further: potency means the concentration at half of the fitted maximal effect; nearly all actives have a fitted effect of over 40% in size
A549 viability: Nrf2 qHTS screen for inhibitors: counterscreen for cytotoxicity; A549 ARE-Fluc cells, CellTiter-Fluor viability, 18-24 h; Potency, µM (doses to about 46 µM), inactives show top-dose activity change, negative = cytotoxicity, hits mostly inhibitors; 390,000 tested, 0.16% active; AID 504648, 2011; further: potency means the concentration at half of the fitted maximal effect; on the % scale 0 is the no-effect control and ±100 the full control effect
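A549 ARE-Fluc cells in 5% FBS OPTI-MEM, 5000 cells/well, rested 2 h then exposed to compounds in concentration-response for 18-24 h at 37 °C. Viability by CellTiter-Fluor fluorescence (Ex 405/Em 525) after 30 min; luciferase luminescence (BugLite, 15 min, RT) read afterwards.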
HepG2 tox: qHTS for Inhibitors of TGF-b: Cytotox Counterscreen; HepG2 CAGA-GFP viability, ATP luminescence, 18 h; 410,000 tested, 0.76% active; Potency, µM (titrated, usually from 46.1 µM), inactives show top-dose activity change, negative = cytotoxicity, hits mostly cytotoxic; further: potency means the concentration at half of the fitted maximal effect; some results filed as inactive show a strong effect at the top dose
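CellTiter-Glo luminescence gave cytotoxicity after 18 hours at 37 degrees C. The cells were HepG2 CAGA-GFP in 1% FBS DMEM, stimulated with 500 pg/mL TGF-beta after compound addition. %Activity was normalised to no-cell wells (complete cell-killing) and DMSO (no toxicity), and curves were fitted and classified.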
IL-2 act: qHTS of IL-2 Activators; AID 652025, 2013; IL-2 activation reporter assay, cell-based qHTS; stimulated with anti-CD3/CD4/CD28 beads; in transgenic mouse T cells; 360,000 tested, 0.065% active; activation, % (series mostly up to about 46 µM); in the data active means activation above about 50%; inconclusive means mostly about 30% to 49%; further: 0% is about no effect
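Unstimulated transgenic mouse T cells, 750 per well, received compound and, after 60 minutes, anti-CD3/anti-CD4 bead plus anti-CD28 stimulation. EGFP and DsRed were quantified after 18 hours.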
Nrf2 activator: qHTS of Nrf2 Activators; AREc32 ARE-luciferase reporter (MCF7-derived line), luminescence, 24 h; Potency, µM (top dose mostly 46.1 µM), without a hit: top-dose activation, usual class: activators; 410,000 tested, 0.31% active; further: potency means the concentration at half of the fitted maximal effect; % of control where 0% means no effect; nearly all actives have a fitted effect of over 65% in size
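AREc32 cells carrying an ARE-driven firefly luciferase reporter were seeded at 1000 cells/well in OPTI-MEM with 5% FBS, then exposed to compound for 24 hr at 37 deg C. Luminescence was read with Steady-Glo after 30 min at RT.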
Numbers without * were called inactive; i = inactive; ? = inconclusive; . = no result given; & = joins results of further samples; [ ] = remark or other dose. Unless noted, the call rests on the fitted dose curve; in most records, active means well fitted curve in the direction sought with a large enough effect; inconclusive means small, poorly fitted or top-dose-only effect, or another doubt; inactive means no such curve, though single readings can be large; an effect the other way counts as inactive or inconclusive. No enrichment for hits (roughly 4.3% active in at least one column).

Structure	EPAC2 agonist	HepG2 tox	A549 viability	ATXN2 expr inh	TGFb inhibitor	Nrf2 activator	S2 tox	Nrf2 block	IL-2 act
COc1ccccc1OCC(=O)NCc1nc(-c2ccccc2)no1	-1.2%	0.4%	1.9%	-9.1%	-2.9%	3.2%	i	-11.1%	-0.4
Cc1cccc(NC(=O)CN2C(=S)NC(C)(C)CC2C)c1C (stereo not given)	7.2%	-18.1%	6.8%	-14.6%	?	0.2%	i	2.7%	2.2
CSC1=N/C(=C\c2ccc(C)cc2)C(=O)S1	8.6%	-2.0%	-3.0%	0.1%	-1.9%	-0.6%	i	.	0.4
CCN(CC(=O)Nc1ccc(N2CCOCC2)cc1)C(=O)c1ccc(C(F)(F)F)cc1	-2.0%	-36.2%	3.6%	?	9.6%	-0.8%	i	-2.9%	5.1
Cn1cccc1-c1cc(C(=O)N/N=C/c2cc(Br)ccc2O)[nH]n1	5.3%	-21.0%	-3.4%	?	-0.9%	0.4%	?	-5.7%	-2.3
CCc1nn(CC(=O)NC2CC2)c(=O)c2cc3ccccc3n12	.	-4.9%	2.9%	.	4.4%	-0.2%	.	4.5%	.
Nc1nc(SCn2nnc3ccccc3c2=O)n[nH]1	11.7%	-6.4%	-1.5%	.	-10.0%	-1.3%	i	10.3%	0.7
CCN(CC)S(=O)(=O)c1cccc(C(=O)Nc2ccccc2C(=O)Nc2ccc(OC)cc2)c1	.	-3.3%	10.9%	-1.8%	?	0.5%	i	.	.
NC(=O)[C@@H]1CCCN1Cc1c(C(=O)N2CCN(C3CCCCC3)CC2)nc2ccccn12	-1.1%	-4.8%	14.6%	0.9%	-14.0%	3.9%	i	6.6%	1.1
CCC(c1nnnn1Cc1ccco1)N1CCC(C(N)=O)CC1 (stereo not given)	-2.9%	-3.0%	2.3%	-6.7%	-14.9%	0.5%	i	18.7%	-2.1
COc1cccc(C2c3[nH]c4ccccc4c3CCN2Cc2cccc(C)n2)c1 (stereo not given)	8.0%	-14.4%	5.6%	.	-19.8%	4.0%	i	7.5%	-0.8
Cc1ccc(C)c(S(=O)(=O)N2CCN(C(=O)Cc3ccccc3)CC2)c1	3.2%	-1.4%	-2.5%	0.4%	6.0%	0.1%	i	1.4%	-4.5
CN(CC(=O)Nc1cccc(F)c1)C(=O)CNC(=O)Cc1cccc2ccccc12	-0.6%	-17.5%	-0.2%	2.9%	-18.0%	0.2%	?	19.5%	0.2
Cc1snc(SCC(=O)c2ccc(Cl)cc2)c1C#N	9.0%	-3.8%	-4.8%	34.1%[activator]	4.6%	7.3%	i	1.7%	0.1
CC(OC(=O)CCCN1C(=O)c2ccccc2C1=O)C(=O)Nc1ncc(Cl)cc1Cl (stereo not given)	1.1%	-4.6%	-17.7%	-2.8%	-2.7%	0.1%	i	12.6%	-1.4
Nn1c(SCc2ccc(C(=O)O)cc2)nnc1-c1ccc(Cl)cc1Cl	3.0%	7.3%	0.0%	29.1%	-1.0%	0.0%	i	16.0%	-4.1
CCOc1cc(CNc2ccc(N3CCN(C(C)=O)CC3)cc2)cc(Br)c1OC	-9.6%	-13.9%	-0.5%	-26.0%	-26.0%	5.3%	i	?	-0.8
COc1ccc(NC(=O)Nc2ccc3c(c2)C(=O)N([C@H](C)CO)C[C@H](C)[C@@H](CN(C)S(=O)(=O)c2cccs2)O3)cc1	4.9%	-3.9%	2.6%	-0.1%	4.7%	4.0%	i	2.4%	-0.1
C/C(O)=C(/C#N)c1nc2ccccc2[nH]1	-1.1%	-3.2%	3.8%	2.9%	12.9%	6.0%	i	.	0.3
CC1CCN(C(=O)CSc2nc3ccccc3s2)CC1	0.7%	-3.8%	9.9%	40.5%[activator]	-3.1%	4.1%	i	?	-0.4
O=C(NN1C(=O)c2ccccc2NC12CCCCC2)c1ccccc1	4.6%	-12.9%	-0.2%	.	-8.8%	0.4%	i	?	-2.0
COc1ccc(NC(=O)CN(C)C2CCCCC2)cc1Cl	7.8%	1.3%	12.9%	.	1.3%	0.3%	i	13.8%	-0.4
COc1ccccc1OCC(=O)NNC(=O)CSC(=S)N1CCCC1	9.1%	5.0%	0.0%	.	4.1%	0.2%	?	10.1%	-0.2
CNC(=O)CN1C(=O)COc2ccc(S(=O)(=O)N3CCC(C)CC3)cc21	.	-10.6%	-0.2%	5.1%	-3.0%	-0.9%	i	2.2%	.
Cn1c(=O)c2c(n3c4ccccc4nc13)NC(=O)CC2c1ccccc1F (stereo not given)	.	3.1%	-11.6%	12.6%	-14.9%	2.7%	i	.	.
Cc1ccc2[nH]c(C)c(/C=N/Nc3nc4ccccc4s3)c2c1	-4.1%	-41.5%	?	-20.3%	11.2µM*	14.9%	i	?	4.0
CC1(NC(=O)C23CC4CC(CC(C4)C2)C3)CCS(=O)(=O)C1 (stereo not given)	2.1%	-2.6%	-1.1%	8.7%	1.6%	0.1%	i	14.6%	-2.5
Cc1sc2nc(NCCO)[nH]c(=O)c2c1C	8.0%	-36.1%	-13.0%	5.8%	0.1%	6.5%	i	-2.0%	1.8
CCOC(=O)c1sc(NC(=O)CSc2nnnn2-c2ccc(C)cc2C)nc1C	-0.3%	7.5%	-3.9%	-28.2%	-3.2%	0.0%	i	0.1%	2.6
COc1cc(/C=N/NC(=S)NCC2CCCO2)cc(OC)c1OC (stereo not given)	1.1%	-10.9%	-2.4%	22.7%	5.9%	2.3%	i	-15.4%	-3.6
Cc1cc(C)n(CC(O)COc2ccc(Cl)cc2Cl)n1 (stereo not given)	-2.5%	-13.7%	1.0%	28.1%	-19.6%	0.9%	i	15.9%	-0.5
Cn1c(C2=C(O)CN(c3ccc4c(c3)OCCO4)C2=N)nc2ccccc21	8.4%	-1.1%	2.6%	20.5%	-3.4%	3.3%	i	0.2%	1.5
O=C(N/N=C/c1ccncc1)c1cc([N+](=O)[O-])cc([N+](=O)[O-])c1O	5.9%	-12.8%	-20.3%	8.4%	-8.9%	-0.1%	i	16.6%	-0.4
Cc1ccc(NC(=O)NC(=O)CN2C(=O)NC3(CCc4ccccc43)C2=O)c(C)c1 (stereo not given)	8.1%	3.4%	-4.0%	5.0%	-18.1%	-0.5%	i	?	-1.4
CCOC(=O)C1(C)CCCN(C(=O)COc2ccccc2)C1 (stereo not given)	8.2%	-0.1%	.	2.4%	25.9%	0.4%	?	.	2.3
CC(C)Oc1ccc(C(=O)Nc2nnc3n2CCS3)cc1	.	-6.2%	-0.1%	14.9%	8.5%	-2.6%	i	.	.
O=C(COC(=O)c1ccc([N+](=O)[O-])o1)NCCc1ccccc1	-0.3%	-31.0%	0.3%	.	-9.1%	12.3%	?	18.5%	0.1
Cc1cc(C)c2c(CC(=O)Nc3ccc(S(=O)(=O)Nc4ncccn4)cc3)coc2c1	.	-8.8%	2.1%	12.2%	2.2%	0.0%	i	-16.9%	.
COc1ccc(CN(C(=O)Nc2ccc(C)c(F)c2)C2CCN(C(C)=O)CC2)cc1	.	-16.9%	-0.2%	-10.9%	-12.5%	-0.7%	i	0.0%	.
CCOc1ccc2c(c1)sc1nc(=O)n(-c3ccc(Cl)c(Cl)c3)c(=O)n12	.	-24.7%	-0.2%	3.9%	-3.0%	-0.8%	?	0.4%	.
COc1ccc(CCNc2nc(C)nc3c2nnn3Cc2ccccc2)cc1OC	6.9%	-26.0%	-1.0%	-14.5%	0.6%	0.0%	i	-21.7%	-0.7
COc1ccc(C)c2sc(NC(=O)c3ccc(S(=O)(=O)N4CCCC4)cc3)nc12	.	-4.2%	7.7%	2.5%	-0.1%	0.0%	i	.	.
CN(C)c1cc2c(cc1NS(=O)(=O)c1ccccc1)n(C)c(=O)n2C	13.1%	6.0%&-11.9%	1.8%&13.7%	0.3%&8.6%	-1.5%&-2.6%	2.1%&4.6%	i	-3.3%	-0.6
CO/N=C/NC(=O)c1c(OC)ccnc1Oc1cccc(C(F)(F)F)c1	4.7%	-11.3%	3.5%	-19.1%	-2.3%	-0.3%	i	-29.5%	-2.9
NNC(=O)c1cc(C23CC4CC(CC(C4)C2)C3)nc2ccccc12	-0.5%	-5.5%	-1.7%	.	14.5%	0.7%	i	-2.0%	1.2
Cc1cccc(OCC(O)CN2CCN(CCN3C(=O)c4cccc5cccc(c45)C3=O)CC2)c1C (stereo not given)	2.8%	12.6µM*	-23.9%	.	?	6.2%	?	3.1%	-1.1
Cc1ccccc1C(=O)NC1CCCCCCC1	9.6%	-38.5%	-2.1%	26.2%	-14.3%	0.6%	i	?	-0.1
CNC[C@@H]1Oc2c(NS(C)(=O)=O)cccc2C(=O)N([C@@H](C)CO)C[C@H]1C	2.4%	27.5%	0.3%	9.0%	22.7%	-0.3%	i	6.4%	5.3
CSCCC(NC(=O)/C(=C/c1ccc(F)cc1)NC(C)=O)C(=O)O (stereo not given)	8.2%	8.3%	-1.1%	-34.4%	0.1%	0.0%	i	1.0%	-0.5

Given field by field: 2 of the compounds above.
Cc1sc2nc(NCCO)[nH]c(=O)c2c1C
  EPAC2 agonist: 8.0%
  HepG2 tox: -36.1%
  A549 viability: -13.0%
  ATXN2 expr inh: 5.8%
  TGFb inhibitor: 0.1%
  Nrf2 activator: 6.5%
  S2 tox: i
  Nrf2 block: -2.0%
  IL-2 act: 1.8
CCOC(=O)c1sc(NC(=O)CSc2nnnn2-c2ccc(C)cc2C)nc1C
  EPAC2 agonist: -0.3%
  HepG2 tox: 7.5%
  A549 viability: -3.9%
  ATXN2 expr inh: -28.2%
  TGFb inhibitor: -3.2%
  Nrf2 activator: 0.0%
  S2 tox: i
  Nrf2 block: 0.1%
  IL-2 act: 2.6
